# Screens (PubChem BioAssay)
# CCHFV vOTU inh = blocks the CCHF virus ovarian tumor domain protease; CCHFV vOTU protease, Pep-AMC fluorescence; 370,000 compounds, 0.55% hits; inhibition, % at 11.5 µM; note: 0% = vehicle wells with enzyme and 100% = no enzyme wells
# BoNT A protease = inhibitors of Botulinum neurotoxin A light chain protease | multiplex microsphere protease substrate cleavage, flow cytometry | inhibition, % at 10 µM | 360,000 compounds, 0.17% hits | AID 588499; in the data active = inhibition above about 30%; inconclusive = no clear call, values can overlap the other calls; note: plate controls were buffer without enzyme for full effect and enzyme alone for no effect
# UGM FP inh = inhibitors of M. tuberculosis UDP-galactopyranose mutase. AID 504406. inhibition, % at 10 µM. purified UGM, fluorescence polarization probe displacement. 320,000 compounds, 0.06% hits; in the data active = inhibition above about 10%, passing the limit was not always enough; inconclusive = no clear call, values can overlap the other calls
# Target sequence (P9WIQ1 whole entry, looked up): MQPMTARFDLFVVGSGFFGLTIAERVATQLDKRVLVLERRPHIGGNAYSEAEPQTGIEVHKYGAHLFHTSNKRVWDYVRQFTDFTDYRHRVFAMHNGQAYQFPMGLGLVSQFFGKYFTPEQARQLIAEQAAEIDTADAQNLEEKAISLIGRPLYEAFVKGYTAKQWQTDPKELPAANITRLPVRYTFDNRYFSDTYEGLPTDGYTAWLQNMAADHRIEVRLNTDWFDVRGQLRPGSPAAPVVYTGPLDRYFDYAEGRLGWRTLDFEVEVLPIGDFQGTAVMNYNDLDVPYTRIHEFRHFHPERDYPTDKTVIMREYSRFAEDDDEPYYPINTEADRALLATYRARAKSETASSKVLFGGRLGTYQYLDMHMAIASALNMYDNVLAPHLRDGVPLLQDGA
# FadD28 binding = inhibitors of Mycobacterium tuberculosis FadD28 bisubstrate binding | inhibition, % at 12.5 µM | 360,000 compounds, 0.22% hits | FadD28 bisubstrate probe binding, fluorescence polarization; in the data active = inhibition above about 8.5%, passing the limit was not always enough; inconclusive = no clear call, values can overlap the other calls
# BoNT F protease = blocks Botulinum neurotoxin F light chain protease. Multiplex microsphere protease cleavage assay, flow cytometry. inhibition, % at 10 µM. 360,000 compounds, 0.22% hits. AID 588497; in the data active = inhibition above about 35%, passing the limit was not always enough; inconclusive = no clear call, values can overlap the other calls; note: plate controls were buffer without enzyme for full effect and enzyme alone for no effect
# GDH-TPI counter = counter-screen for M. tuberculosis FBA inhibitors: GDH-TPI coupled enzymes | GDH-TPI coupled enzyme counterscreen, NADH absorbance | inhibition, % at 4.8 µM | 360,000 compounds, 1.2% hits;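 note: 0% = DMSO wells and 100% = wells lacking the enzyme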
# PrPC TRFRET = inhibitors of human cell surface prion protein PrPC; TR-FRET read-out; inhibition, % at 13.8 µM; 370,000 compounds, 0.43% hits; P04156; in the data active = inhibition above about 24%; note: 0% = median of the test wells and 100% = reference compound wells
# BioA inh = blocks M. tuberculosis BioA enzyme activity; purified M. tuberculosis BioA enzyme, plate reader; inhibition, % at 9.99 µM; 360,000 compounds, 0.096% hits; AID 602481; in the data active = inhibition above about 40%; inconclusive = no clear call, values can overlap the other calls
# Mtb FBA inh = inhibitors of M. tuberculosis fructose-bisphosphate aldolase | P9WQA3 | purified M. tuberculosis FBA, fluorescence read-out | inhibition, % at 1 µM | 360,000 compounds, 2.3% hits | AID 588726; in the data active = inhibition above about 27%;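 note: 0% = vehicle and 100% = reference inhibitor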
# Target sequence (P9WQA3 whole entry, looked up): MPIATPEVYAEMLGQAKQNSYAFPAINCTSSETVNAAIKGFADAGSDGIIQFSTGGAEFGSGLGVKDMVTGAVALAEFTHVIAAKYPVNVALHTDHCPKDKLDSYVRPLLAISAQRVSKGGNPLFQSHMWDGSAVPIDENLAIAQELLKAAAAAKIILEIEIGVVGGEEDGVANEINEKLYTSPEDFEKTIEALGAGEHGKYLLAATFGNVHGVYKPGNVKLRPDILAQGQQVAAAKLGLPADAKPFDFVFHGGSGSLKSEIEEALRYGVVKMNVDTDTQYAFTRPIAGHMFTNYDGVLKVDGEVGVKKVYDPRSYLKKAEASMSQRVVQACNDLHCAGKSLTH
# * = called active by the depositor; ? = inconclusive; nt = no result given; & = joins results of further samples. Cut-off read from the data, not from the text of the source, unless noted: active = inhibition above about 30%; inactive = the rest.
1. O=C(OCCOc1ccccc1F)c1cc(S(=O)(=O)N2CCOCC2)ccc1F
2. Cc1nn(C)c(Cl)c1C(=O)NC(C(=O)O)c1ccccc1 (configuration not stated)
3. CC(=O)NCCn1c(SCc2ccccc2C)nc2ccccc2c1=O
4. CCOc1ccccc1NC(=O)NC1(C(=O)NCC2CCCO2)CCCCC1 (configuration not stated)
5. Cc1cccc(NC(=O)CNc2cc(C)ccc2C)c1
6. CC(C)Cc1nnc(NC(=O)CCN2C(=O)c3ccccc3C2=O)s1

compound no.	1	2	3	4	5	6
CCHFV vOTU inh	13	7	-10	5	10	18
BoNT A protease	-0.8	-0.1	2.9	0.4	nt	-1.3
UGM FP inh	nt	-0.8	0.9	-2.5	0.2	1.5
FadD28 binding	-0.7	-4.7	-3.0	nt	-2.6	-0.1
BoNT F protease	3	-4	-3	3	nt	-9
GDH-TPI counter	-9	-9	-4	7	4	-16
PrPC TRFRET	8	-2	-7	-5	16	-3
BioA inh	-2.6	-1.2	1.8	-0.5	-0.9	-0.4
Mtb FBA inh	1	3	0	1	-2	2

7. CCOc1ccc(CC2c3cc(OCC)c(OCC)cc3CCN2C(=O)CN2CCN(C)CC2)cc1OCC (configuration not stated)
8. COc1ccc(N2CCN(C(=O)c3cccnc3)CC2)c([N+](=O)[O-])c1
9. COc1ccc(N=C2SCC(=O)N2Cc2ccccc2)cc1
10. C=C(C)CSc1nnc([C@@H]2CCCN2)o1
11. CC(=O)c1ccc(NC(=O)CC2S/C(=N/N=C3CCCCCC3)NC2=O)cc1 (configuration not stated)
12. COc1ccc(OC)c(NC(=O)CSc2nc(C)cs2)c1

compound no.	7	8	9	10	11	12
CCHFV vOTU inh	11	-13	-12	0	0	13
BoNT A protease	-3.8	-0.4	-0.7	-2.6	-2.3	0.8
UGM FP inh	-0.2	1.9	3.5	1.0	nt	-0.7
FadD28 binding	-1.5	-2.1	-1.1	-0.7	-2.2	-0.2
BoNT F protease	35*	2	2	?	9	0
GDH-TPI counter	3	-4	5	1	0	7
PrPC TRFRET	9	-35	-2	-3	-9	7
BioA inh	-1.2&0.1	8.4	nt	nt	2.0	1.3
Mtb FBA inh	-3	-1	0	0	-1	5

# 3 entries from above, as tab-separated lines:
no.	structure	CCHFV vOTU inh	BoNT A protease	UGM FP inh	FadD28 binding	BoNT F protease	GDH-TPI counter	PrPC TRFRET	BioA inh	Mtb FBA inh
10	C=C(C)CSc1nnc([C@@H]2CCCN2)o1	0	-2.6	1.0	-0.7	?	1	-3	nt	0
11	CC(=O)c1ccc(NC(=O)CC2S/C(=N/N=C3CCCCCC3)NC2=O)cc1 (configuration not stated)	0	-2.3	nt	-2.2	9	0	-9	2.0	-1
12	COc1ccc(OC)c(NC(=O)CSc2nc(C)cs2)c1	13	0.8	-0.7	-0.2	0	7	7	1.3	5

# The list goes on.
13. O=C(CCN1CCN(CC(=O)Nc2ccccc2F)CC1)Nc1ccccc1F
14. c1ccc(C(c2nnnn2Cc2cccs2)N2CCN(C3CCCC3)CC2)cc1 (configuration not stated)
15. CCOC(=O)N1CCC(N2Cc3cccc(C(=O)N4CCN(c5cccc(Cl)c5)CC4)c3C2=O)CC1
16. COC(=O)c1ccc(CSc2cc(C)c3ccccc3n2)o1
17. Cc1ccc2cccc(S(=O)(=O)Nc3ccc4c(c3)OCO4)c2n1
18. CCCOc1cccc(-c2nn(-c3ccccc3)cc2/C=C(\C#N)C(=O)NCCCn2ccnc2)c1

compound no.	13	14	15	16	17	18
CCHFV vOTU inh	19	5	-13	-11	-12	-16
BoNT A protease	-0.1	0.1	-1.2	-1.1	-0.4	9.2
UGM FP inh	0.9	1.2	-1.3	-2.3	-5.4	nt
FadD28 binding	-0.4	-3.3	-2.2	-1.6	-1.5	-9.2
BoNT F protease	-6	-12	-6	-4	-14	-9
GDH-TPI counter	1	8	5	-4	2	10
PrPC TRFRET	-12	-7	-4	11	2	-6
BioA inh	11	3.8	-1.4	nt	1.3	-2.4
Mtb FBA inh	0	4	0	6	1	-4

19. CC(C)Cc1nc2ccccc2[nH]1
20. O=C(NCCF)C1Nc2ccc(OC(F)(F)F)cc2C2C=CCC12 (configuration not stated)
21. CC(C)C[C@H]1CNC(=S)N1CC1CCCN1C[C@H](Cc1ccccc1)N1C[C@H](Cc2ccc(O)cc2)N(CC2CCCCC2)C1=S (some centres not stated)
22. COc1ccccc1NC(=O)Cc1nc(CCl)cs1
23. CCOc1ccccc1NC(=S)NC(=O)CCCOc1ccc(Cl)cc1Cl
24. CN(CC(=O)Nc1ccc(N2CCOCC2)cc1)C(=O)CCc1ccccc1Cl

compound no.	19	20	21	22	23	24
CCHFV vOTU inh	-11	5	26	1	8	-4
BoNT A protease	0.2	-1.1	-0.7	-0.2	0.1	nt
UGM FP inh	2.9	2.5	nt	0.3	-2.4	-1.8
FadD28 binding	-1.6	1.5	-7.1	-3.6	-2.2	0.0
BoNT F protease	3	4	-10	4	2	nt
GDH-TPI counter	-3	13	1	4	6	4
PrPC TRFRET	1	-14	5	7	-2	-6
BioA inh	-0.1	2.1	-1.0	nt	-1.5	nt
Mtb FBA inh	0	4	-1	-1	-1	3

25. Cc1nnc(C)n1/N=C/c1cccnc1
26. COc1ccccc1NC(=O)CCN1CCN(C)CC1
27. OC(COCCOc1ccc(Br)cc1)CN1CCN(Cc2ccccc2)CC1 (configuration not stated)
28. CCS(=O)(=O)c1nc(S(=O)(=O)c2ccc(C)cc2)c(N2CCC3(CC2)OCCO3)s1
29. N#CCc1cccnc1Sc1ccc(Cl)cc1
30. O=C(c1ccncc1)N1CCN(C2CCCCC2)CC1

compound no.	25	26	27	28	29	30
CCHFV vOTU inh	8	5	3	13	0	10
BoNT A protease	1.4	-0.9	-1.1	11	-0.9	-0.2
UGM FP inh	-1.7	0.7	2.0	0.0	-3.8	-2.8
FadD28 binding	-2.1	-3.1	-2.0	-1.5	-2.9	1.6
BoNT F protease	?	-5	-7	16	-3	-8
GDH-TPI counter	0	-6	-2	29	-2	6
PrPC TRFRET	0	4	-2	4	1	-4
BioA inh	1.2	nt	1.5	-1.4	nt	0.7
Mtb FBA inh	4	2	1	-4	1	9

31. CCN(Cc1ccccc1)CC(O)COc1ccccc1 (configuration not stated)
32. O=C(Nc1cccc(C2OCCCO2)c1)c1cccs1
33. [O-][N+]12CCN(CC1)c1ccccc12
34. CC1CCc2c(sc3ncn4c(SCC(=O)NCc5ccco5)nnc4c23)C1 (configuration not stated)
35. COc1ccc(-c2oc3ccc(-c4ccc(OC)nc4)cc3c2C#CC2(O)CCCCC2)cc1
36. Cn1nc(C(C)(C)C)c([N+](=O)[O-])c1C(=O)Nc1ccccc1

compound no.	31	32	33	34	35	36
CCHFV vOTU inh	9	-3	12	-2	-1	4
BoNT A protease	0.9	-0.7	0.4	0.6	0.4	0.0
UGM FP inh	0.0	0.7	5.7	0.9	0.1	0.2
FadD28 binding	-0.4	-2.3	0.6	-2.7	-1.6	-0.1
BoNT F protease	5	-5	-2	8	-1	-4
GDH-TPI counter	9	10	6	14	31*	-1
PrPC TRFRET	-1	6	-9	-6	7	4
BioA inh	-0.9	1.2	-4.9	0.2	-2.1	nt
Mtb FBA inh	-6	-1	4	-1	7	3

37. CCOc1cc(N2CCOCC2)c(OCC)cc1NC(=O)CSc1n[nH]c(N)n1
38. COc1ccccc1N(CC(=O)NCCc1ccccc1)C(=O)CCC(=O)Nc1cc(C)ccn1
39. Cn1c(CN2CCCC2)nc2cc(NC(=O)COc3ccc(Cl)cc3)ccc21
40. O=C(CSc1nc2cc(Cl)ccc2s1)NC(=O)NCc1ccco1
41. Nc1nc(N2CCCCC2)nc2ccccc12
42. CCCOc1ccc(C(=O)N2CC3(CC(c4cccc(NC(=O)[C@@H]5CCC(=O)N5)c4)=NO3)C[C@H]2C(=O)NC2(C(N)=O)CC2)cc1 (some centres not stated)

compound no.	37	38	39	40	41	42
CCHFV vOTU inh	4	6	7	8	-13	-9
BoNT A protease	-0.5	-1.9	-0.8	-2.5	-0.1	0.0
UGM FP inh	1.8	2.2	-1.0	0.4	-0.4	3.4
FadD28 binding	-2.8	nt	-0.9	-2.0	-0.5	-7.0
BoNT F protease	0	4	-7	-12	-1	0
GDH-TPI counter	-3	1	18	20	13	11
PrPC TRFRET	5	-9	-8	-7	0	-5
BioA inh	nt	nt	-3.7	nt	3.5	0.7
Mtb FBA inh	-1	1	4	0	31*	0

# Molecules listed so far with a nitro group on carbon, in the order listed:
8. COc1ccc(N2CCN(C(=O)c3cccnc3)CC2)c([N+](=O)[O-])c1
36. Cn1nc(C(C)(C)C)c([N+](=O)[O-])c1C(=O)Nc1ccccc1

compound no.	8	36
CCHFV vOTU inh	-13	4
BoNT A protease	-0.4	0.0
UGM FP inh	1.9	0.2
FadD28 binding	-2.1	-0.1
BoNT F protease	2	-4
GDH-TPI counter	-4	-1
PrPC TRFRET	-35	4
BioA inh	8.4	nt
Mtb FBA inh	-1	3

# (next part)
43. CC(=O)Nc1sc2c(c1C#N)CCCC2
44. CCCC(=O)Nc1ccc(S(=O)(=O)N2CCCC2)cc1
45. Cc1cccc(NC(=O)C2CCN(C(=O)NC3CCCCC3)CC2)c1
46. Cc1ccc(OCc2nnc(NC(=O)c3ccco3)s2)cc1
47. CCOC(=O)N1CCN(C(=O)C2CCN(Cc3cccc(OCc4ccccc4)c3)CC2)CC1
48. CC(C(=O)O)N1CCCCC1 (configuration not stated)

compound no.	43	44	45	46	47	48
CCHFV vOTU inh	-14	6	5	5	-3	-7
BoNT A protease	0.3	0.0	-3.4	0.2	0.0	-0.1
UGM FP inh	3.8	-0.9	-0.2	-0.7	2.0	-0.7
FadD28 binding	-2.0	-0.4	1.0	0.4	-2.8	0.0
BoNT F protease	6	4	3	-9	1	-3
GDH-TPI counter	10	6	-8	3	-2	1
PrPC TRFRET	5	-2	7	7	-6	1
BioA inh	-0.9	1.3	-1.0	0.3	0.8	-1.7
Mtb FBA inh	-1	1	2	1	8	-4

49. C[C@H](NC(=O)N1CCn2c1nc1ccccc12)C(=O)NCCc1ccccc1
50. O=C(NC(=S)Nc1cccc(Cl)c1)c1cncc(Br)c1
51. Cc1ccnc(NC(=O)c2ccc([N+](=O)[O-])s2)c1
52. O=S(=O)(Nc1cc2nc3ccccc3nc2n1Cc1ccccc1)c1ccc(Cl)cc1
53. CC[C@@H]1C=C(C(=O)O)[C@H](c2ccc3c(c2)OCO3)N1S(=O)(=O)c1ccc(C)cc1
54. CCOC(=O)c1[nH]c(C)c(CN(Cc2ccco2)C(=O)C(F)(F)F)c1C
55. Cc1nn(C)c(C)c1N1C(=O)c2cccc3c(N)ccc(c23)C1=O

compound no.	49	50	51	52	53	54	55
CCHFV vOTU inh	9	-7	7	111*	-2	20	-8
BoNT A protease	-0.8	-1.1	-1.8	33*	-0.6	-1.0	0.3
UGM FP inh	0.2	-0.9	2.3	-2.0	nt	-2.0	68*
FadD28 binding	-0.3	-3.4	nt	-2.1	-4.0	-5.1	4.1
BoNT F protease	-2	-8	-1	-11	-2	4	6
GDH-TPI counter	3	12	24	8	-12	9	19
PrPC TRFRET	2	-3	-17	3	7	7	-4
BioA inh	-1.5	0.4	-0.5	nt	-0.4	2.6	-233
Mtb FBA inh	2	1	-1	12	-1	-4	-16
